Gli-Sufu antag – blocks Gli-Sufu signaling in a luciferase reporter | inhibition, % at 5 µM | 340,000 tested, 0.74% active | Sufu-KO-LIGHT fibroblasts, Gli luciferase reporter luminescence;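 active = inhibition above about 55%, limit read from the data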;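 also: 0% = DMSO-treated cells and 100% = wells with medium but no cells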
MPTP block – permeability transition pore inhibition; isolated mouse mitochondria, Ca2+ swelling absorbance, 30 min; inhibition, % at 10 µM; 360,000 tested, 1.4% active;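 active = inhibition of 50% or more, scaled per plate between neutral and stimulator controls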;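 also: 0% = DMSO wells given calcium and 100% = 1 mM EGTA wells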
CXCR6 block – CXCR6 (human) receptor inhibition; O00574; CHO-K1 PathHunter CXCR6 beta-arrestin, luminescence; inhibition, % at 20 µM; 360,000 tested, 0.36% active; in the data active = inhibition above about 34%, passing the limit was not always enough;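 also: antagonist mode with CXCL16 agonist at 10 nM final; 0% = 10 nM CXCL16 with DMSO and 100% = unstimulated wells without agonist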
Target sequence (O00574 whole entry, looked up): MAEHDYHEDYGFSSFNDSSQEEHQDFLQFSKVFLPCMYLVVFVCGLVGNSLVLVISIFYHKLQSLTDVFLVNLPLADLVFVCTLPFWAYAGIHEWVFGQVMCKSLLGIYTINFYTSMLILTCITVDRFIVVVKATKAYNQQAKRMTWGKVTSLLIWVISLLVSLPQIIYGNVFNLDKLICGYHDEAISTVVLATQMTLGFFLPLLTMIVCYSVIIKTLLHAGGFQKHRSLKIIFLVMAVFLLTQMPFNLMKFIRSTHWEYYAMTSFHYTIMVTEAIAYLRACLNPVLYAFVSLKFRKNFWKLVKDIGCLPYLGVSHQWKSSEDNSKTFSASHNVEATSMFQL
EBI2 block – blocks human EBI2 receptor beta-arrestin signaling; inhibition, % at 5 µM; P32249; EBI2 beta-arrestin recruitment, luminescence, 7a,25-OHC stimulated; 360,000 tested, 0.81% active; in the data active = inhibition above about 38%;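 also: enzyme fragment complementation signal reports receptor beta-arrestin coupling in cells; 0% = agonist plus DMSO wells and 100% = wells without agonist; some results beyond the cut were filed as inactive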
GRIN3A LBD mod – modulators (binders) of human NR3A ligand-binding domain. NR3A LBD differential scanning fluorimetry, Tm shift; 0% = protein alone, 100% = glycine-bound protein. Tm shift relative to glycine control, % at 25 µM. 340,000 tested, 2.5% active;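 active = melting temperature shift of at least 10% of the positive control shift, at one fixed dose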
APOBEC3A inh – human APOBEC3A DNA deaminase inhibition. 330,000 tested, 0.41% active. inhibition, % at 20 µM. recombinant A3A, FAM/TAMRA ssDNA deamination fluorescence. P31941;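 active = at least 40% inhibition at 20 µM here, with at most 30% in a related deaminase screen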;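 also: plate controls were A3A with DMSO for no effect and wells lacking A3A enzyme for full effect; some results filed as inactive read as strong as hits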
Target sequence (P31941 whole entry, looked up): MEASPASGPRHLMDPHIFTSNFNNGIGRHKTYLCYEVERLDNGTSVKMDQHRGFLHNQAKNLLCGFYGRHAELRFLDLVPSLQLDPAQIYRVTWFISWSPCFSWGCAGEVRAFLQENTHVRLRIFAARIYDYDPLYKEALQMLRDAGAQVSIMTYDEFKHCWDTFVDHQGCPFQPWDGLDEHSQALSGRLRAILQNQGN
APOBEC3G inh – APOBEC3G (human) deaminase inhibition; Q9HC16; 330,000 tested, 0.28% active; recombinant A3G, ssDNA deamination FAM/TAMRA fluorescence; AID 493012; inhibition, % at 20 µM;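 active = inhibition of at least 40% at 20 µM, with no more than 30% in the related APOBEC3A deaminase screen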;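 also: plate controls were DMSO wells with A3G for no effect and wells lacking A3G enzyme for full effect; some compounds called inactive have numbers as strong as hits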
Target sequence (Q9HC16 whole entry, looked up): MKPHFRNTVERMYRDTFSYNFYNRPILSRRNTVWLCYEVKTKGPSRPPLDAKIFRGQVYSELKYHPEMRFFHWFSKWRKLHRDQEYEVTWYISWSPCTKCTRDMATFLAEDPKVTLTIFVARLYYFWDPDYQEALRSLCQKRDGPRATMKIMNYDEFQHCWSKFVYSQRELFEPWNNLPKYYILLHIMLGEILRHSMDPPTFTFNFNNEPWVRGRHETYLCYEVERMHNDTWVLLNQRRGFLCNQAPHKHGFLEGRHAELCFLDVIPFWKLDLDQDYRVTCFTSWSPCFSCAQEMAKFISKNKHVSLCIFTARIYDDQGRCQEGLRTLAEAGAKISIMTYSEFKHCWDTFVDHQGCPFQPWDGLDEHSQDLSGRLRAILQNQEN
CCR6 antag – CCR6 (human) receptor antagonism | P51684 | CHO-K1 CCR6 PathHunter beta-arrestin, luminescence, CCL20-stimulated | inhibition, % at 20 µM | 340,000 tested, 0.49% active | AID 493098;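 active = compounds whose inhibition of the agonist-driven luminescence signal at 20 µM reaches about 50%, limit read from the data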;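 also: cells stimulated with CCL20 at 14 nM final; plate controls were DMSO with CCL20 for no effect and DMSO without agonist for full effect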
Starred values were filed as active, the others as inactive; · = no result given.

item	SMILES	Gli-Sufu antag	MPTP block	CXCR6 block	EBI2 block	GRIN3A LBD mod	APOBEC3A inh	APOBEC3G inh	CCR6 antag
1	COc1cc(NC(=O)C2CCCCC2)c(OC)cc1NC(=O)CCC(=O)NCc1ccco1	-1	2.8	5	-4	6	-1	-4	-3
2	O=C(Nc1ccc(Cl)cc1)c1ccc2c(c1)S(=O)(=O)c1ccccc1C2=O	-2	1.8	-12	-7	-12	0	-7	-8
3	CCCCN(Cc1ccco1)S(=O)(=O)c1csc(C(N)=O)c1	-4	1.8	6	6	0	0	0	-6
4	COCCCN1C(=O)C(O)=C(C(=O)c2ccco2)C1c1cccc(Br)c1 (centres undefined)	-4	3.2	0	-6	0	-3	-6	13
5	CCn1cc(C(=O)O)c(=O)c2cc(F)c(N3CCN(C(=S)NC(=O)c4c(OC)cccc4OC)CC3)cc21	-3	-0.1	4	-15	1	-2	-2	6
6	O=C(c1cccc(NS(=O)(=O)c2ccc(F)cc2)c1)N1CCN(c2ccccc2)CC1	-7	-0.6	0	-7	1	-5	-7	1
7	NS(=O)(=O)c1ccc(CCNC(=O)CCC2COc3ccccc3O2)cc1 (centres undefined)	0	-1.4	-2	-8	-1	-3	-5	13
8	CN1CCCC(C(=O)C(C#N)c2ccccc2)C1 (centres undefined)	-1	-1.1	-1	-3	0	-4	-5	9
9	OCCC1CN(Cc2cccc(O)c2)CCN1CCc1ccccc1 (centres undefined)	11	-0.9	1	8	-1	-1	-7	8
10	O=C(O)C1C2C=CC(C2)C1C(=O)NCCCc1ccccc1 (centres undefined)	-1	-1.6	-2	-9	1	1	-2	10
11	O=[N+]([O-])c1ccc(O)c(C=Nc2cccc3ccccc23)c1	-3	3.2	13	-7	-3	-2	9	11
12	COC(=O)/C=C1/S/C(=N/NC(=O)c2ccc(Cl)cc2Cl)NC1=O	-7	0.1	-2	-8	6	-4	0	-1
13	O=C(c1c(F)cccc1F)N(Cc1ccccn1)C1CCCC1	-2	-1.0	-2	-14	0	-6	-8	-25
14	O=[N+]([O-])c1ccc(C2=NN(c3ccccc3)C(c3ccco3)C2)cc1 (centres undefined)	-3	3.8	23	17	339*	·	·	29
15	CC(OC(=O)c1ccc([N+](=O)[O-])s1)C(=O)Nc1ncc(Cl)cc1Cl (centres undefined)	-4	2.8	-8	-4	-2	3	1	18
16	Cc1ccccc1C(=O)Nc1ccccc1Sc1ccccc1	-6	7.0	1	22	1	8	6	27
17	C/C=C/c1ccc(OCC(=O)OCC)c(OC)c1	-3	0.8	0	-14	0	2	-2	4
18	COCCn1c(SC(C)C(=O)Nc2ccc(Cl)cn2)nnc1-c1ccncc1 (centres undefined)	-4	5.1	4	-4	0	-6	-2	-16
19	O=C(Cn1ncc2c3ccccc3n(Cc3cccc(Cl)c3)c2c1=O)NCC1CCCO1 (centres undefined)	17	0.6	10	22	-2	1	8	1
20	CCN(CC)C(=O)CSc1nc2ncc(Br)cc2[nH]1	-4	-4.0	4	6	0	2	-3	-14

The list goes on:
item	SMILES	Gli-Sufu antag	MPTP block	CXCR6 block	EBI2 block	GRIN3A LBD mod	APOBEC3A inh	APOBEC3G inh	CCR6 antag
21	COc1ccccc1NC(=O)CSc1nnc(Cc2cccn2C)n1-c1ccc(F)cc1	9	-0.5	9	10	-3	-4	-8	6
22	CCN(C(=O)CCN1C(=O)/C(=C/c2ccccc2)SC1=S)C1CCS(=O)(=O)C1 (centres undefined)	-5	12	13	11	-1	-4	0	0
23	Cc1ccc(N2C(N)=C(C#N)C3(C(=O)N(C)c4ccccc43)C3=C2CC(C)(C)CC3=O)cc1Cl (centres undefined)	-45	-2.8	-8	1	-2	-2	-10	-4
24	O=C(O)c1cc(NC(=O)c2cccc(F)c2)cc(NC(=O)c2cccc(F)c2)c1	-8	-0.2	-3	-6	-6	-5	2	5
25	CC(C)c1ccc(NC(=O)C2CC(=O)N=C(N)S2)cc1 (centres undefined)	5	-1.5	3	7	1	-3	-7	-12
26	COc1ccc2cc(C#N)c(SCC(=O)N3CC(=O)Nc4ccccc43)nc2c1	8	6.5	-2	74*	2	6	6	-5
27	N#CC1=C(SCC(=O)NC2CC2)NC(=O)C(C#N)C12CCCCC2 (centres undefined)	8	-0.1	8	-5	0	-4	-7	1
28	CC(C)(C)C(=O)CSc1nc(N)cc(=O)[nH]1	2	0.9	-4	-9	2	1	-2	0
29	COc1cc(C2CC(=O)c3cnc(NC(=O)c4ccco4)nc3C2)cc(OC)c1OC (centres undefined)	-24	-1.8	11	3	-1	-2	-7	6
30	Nc1c(C(=O)c2ccc(Cl)cc2)sc2nc3c(cc12)CCC3	-55	5.7	4	33	10	7	1	1
31	Cc1cc(N2CCN(S(=O)(=O)c3ccc(Cl)cc3)CC2)c2ccccc2n1	33	7.2	-8	5	·	1	0	5
32	O=c1[nH]nnc2c1sc1nc(N3CCOCC3)c3c(c12)CCCC3	3	4.2	-1	4	0	-2	-6	7
33	O=C(CNC(=O)c1cccs1)NCC(=O)OCc1ccc(Cl)cc1	-3	-0.7	2	5	0	-2	-3	15
34	CC(C)n1cc(CN2CCC(n3nccc3NC(=O)C3CCCC3)CC2)cn1	2	-0.5	0	-3	1	0	-5	11
35	N#Cc1c(-c2ccco2)cc(-c2ccc(F)cc2)nc1N	5	-1.0	-6	1	-3	-4	-6	14
36	CCN1CCCC1Cn1cnc2c([nH]c3ccc(OC)cc32)c1=O (centres undefined)	10	-0.8	0	-10	0	-1	-4	-2
37	CCOc1ccc(NC(=S)NN(C)C(=S)Nc2ccc(OCC)cc2)cc1	2	1.2	-5	78*	-1	-7	-10	7
38	CCc1nnc(NC(=O)c2ccc(OC)cc2)s1	-35	0.5	3	-6	2	3	-7	5
39	Cc1ccc(Nc2nc(-c3cccnc3)cs2)cc1C	-66	0.7	-4	49*	-3	-2	2	8
40	CCN(CC)S(=O)(=O)c1ccc(NC(=O)CNC2CCCCC2)cc1	4	1.1	-5	4	-2	3	3	-1

Other records follow:
item	SMILES	Gli-Sufu antag	MPTP block	CXCR6 block	EBI2 block	GRIN3A LBD mod	APOBEC3A inh	APOBEC3G inh	CCR6 antag
41	CCCCN(C(=O)c1c(CC)noc1C)c1c(N)n(CCC)c(=O)[nH]c1=O	-9	-3.3	-1	-1	1	1	-4	7
42	CC(=O)C1=C(C)Nc2ncnn2C1c1ccc(F)cc1 (centres undefined)	33	-0.1	4	-4	-3	1	1	2
43	CC(C)NC(=O)NC(=O)CSc1nncn1C	-2	-2.3	-1	5	-3	4	3	6
44	Cc1ccc(NS(=O)(=O)c2ccc3[nH]c(=O)oc3c2)c(C)c1	7	0.5	-2	6	-2	-8	-7	1
45	CC(NC(=O)c1ccco1)C(c1cccs1)N1CCN(c2ccccc2)CC1 (centres undefined)	-9	-1.6	6	2	-1	-7	-12	11
46	CN1CCN(C(=O)c2ccc(S(=O)(=O)c3ccc(Br)cc3)cc2)CC1	11	-1.3	9	-3	-1	0	-3	-6
47	COc1ccc(C[C@H]2CN3C(=NC[C@@H]3C(C)C)N2C[C@H](C)NC(=O)c2ccc(C)c(Br)c2)cc1	22	-0.1	-4	6	0	-6	-11	0
48	CCN(CC(=O)NC(C)C)C(=O)[C@@H](NC(=O)c1ccco1)C(C)C	-19	0.7	3	-7	-1	1	-9	2
49	COc1ccccc1C1NC(=O)CS1 (centres undefined)	1	-1.4	-1	2	14*	0	-2	-15
50	O=C(CCNS(=O)(=O)/C=C/c1ccccc1)NCCc1c[nH]c2ccccc12	7	3.2	3	36	-4	-4	-8	8
51	O=C(CSc1ncn(-c2ccccc2)n1)Nc1nc2ccccc2s1	1	-0.5	-6	-9	22*	4	-6	-5
52	CCC(C)Sc1ccc([C@H]2N[C@@](CC(C)C)(C(=O)OC)[C@H]3C(=O)N(C)C(=O)[C@@H]23)cc1 (some centres undefined)	-4	0.1	9	3	-3	-4	-6	14
53	O=S(=O)(c1ccc(Br)cc1Cl)N1CCCN(c2ccc(C(F)(F)F)cn2)CC1	7	-0.8	5	2	-4	0	-6	11
54	COCCNC(=O)C(=O)NNS(=O)(=O)c1ccc2ccccc2c1	5	-1.1	-9	-4	0	-1	-3	-14
55	CCCS(=O)(=O)c1nc(S(=O)(=O)c2ccc(C)cc2)c(N2CCN(C)CC2)s1	16	-1.6	3	-11	1	0	-2	8
56	Cc1oc(-c2cccc(Cl)c2)nc1CN1CCC(C(=O)NCc2ccco2)CC1	0	-3.9	-1	-11	1	-4	-6	5
57	CCc1cc2ccc(C)cc2nc1SCC(=O)NC1CCCC1	31	0.1	4	4	-4	-4	-12	19
58	COc1ccc(C2c3[nH]c4ccccc4c3C[C@H]3C(=O)N(CC(C)C)CC(=O)N23)c(OC)c1 (some centres undefined)	22	-1.2	0	-9	-2	4	-1	1
59	CSCC(=O)N1CCCC(C(=O)c2cc(F)ccc2F)C1 (centres undefined)	-13	-0.7	5	7	-3	0	2	-4
60	CCOc1ccc(NC(=O)CSc2nc3ccccc3c(=O)n2Cc2cccs2)cc1	-6	28	4	-5	7	4	5	7

3 compounds already listed, arranged by the number in APOBEC3G inh, rising.
no.	SMILES	APOBEC3G inh
48	CCN(CC(=O)NC(C)C)C(=O)[C@@H](NC(=O)c1ccco1)C(C)C	-9
50	O=C(CCNS(=O)(=O)/C=C/c1ccccc1)NCCc1c[nH]c2ccccc12	-8
53	O=S(=O)(c1ccc(Br)cc1Cl)N1CCCN(c2ccc(C(F)(F)F)cn2)CC1	-6

Going on with the list:
item	SMILES	Gli-Sufu antag	MPTP block	CXCR6 block	EBI2 block	GRIN3A LBD mod	APOBEC3A inh	APOBEC3G inh	CCR6 antag
61	Cc1ccc(S(=O)(=O)N(C)c2ccc(C(=O)Nc3cccnc3)cc2)cc1	-8	-0.6	-11	13	0	1	7	23
62	N#CCSc1ncnc2c1cnn2CCO	18	-0.2	4	0	0	-2	-4	-14
63	Clc1ccc(C[n+]2cc(-c3ccccc3)n3c2CCC3)cc1	50	1.3	-3	2	-3	2	-3	-2
64	COC(=O)Nc1ccc(S(=O)(=O)NCc2ccccn2)cc1	0	6.9	-5	-3	0	0	-5	1
65	COC(=O)c1ccc(C2C(C#N)=C(N)Oc3cc(N)ccc32)cc1 (centres undefined)	-2	1.1	2	-4	0	-4	-7	2
66	Cc1cc(=O)[nH]c(SCC(=O)c2ccccc2)c1C#N	11	-7.0	2	5	2	3	-2	-5
67	Cc1ccc(NS(=O)(=O)c2ccc(CCC(=O)N3CCOCC3)cc2)cc1	2	-1.2	-7	-8	0	0	-2	-5
68	O=C(NCc1nnc2n1CCCCC2)c1ccc(Cl)cc1Cl	9	-8.7	-1	-3	0	-1	-6	8
69	CC(O/N=C/c1ccccc1OC(F)F)C(=O)Nc1cccc(S(=O)(=O)N2CCOCC2)c1 (centres undefined)	0	-4.7	1	-15	-11	6	-4	9
70	CC(=O)c1c2c3c(c(Br)ccc3n(C)c1=O)C(=O)c1ccccc1-2	9	-0.7	5	-3	2	-3	6	2
71	O=C(O)C1CCCN1C(=O)OCc1ccccc1 (centres undefined)	0	-0.8	-8	0	1	-2	-6	1
72	CC(=O)c1cc2c(ccc3ccccc32)oc1=O	2	0.6	-9	3	1	-3	-3	12
73	CCOc1ccccc1N(C(=O)CNC(=O)c1ccco1)C(C(=O)NC(C)(C)C)c1ccncc1 (centres undefined)	12	2.1	-2	-5	395*	-2	-4	-1
74	CCCCn1c(=N)n(CC(O)COc2cccc(C)c2)c2ccccc21 (centres undefined)	32	1.2	-7	10	-3	2	-5	-1
75	Cn1c(Cc2ccc3c(c2)OCO3)nnc1SCC(=O)N1CCc2ccccc2C1	-1	-1.7	-1	-15	3	-4	-6	-9
76	COc1ccc(/C=C2\SC(N3CCCCC3)=NC2=O)cc1OC	-1	-0.7	0	10	-3	-2	-3	0
77	CN(C)CCCNC(=O)C(=O)NCC(c1cccs1)S(=O)(=O)c1ccc(F)cc1 (centres undefined)	-10	-0.9	2	-1	-2	3	2	-3
78	CS(=O)(=O)N1CCC(C(=O)Nc2ccc(OCc3ccccc3)cc2)CC1	0	-0.8	-9	-10	-13	-2	-1	6
79	O=[N+]([O-])c1ccccc1Oc1cnc2ccccc2n1	-15	0.2	5	0	-1	0	-1	5

From PubChem

Rows are unselected; about 5.8% have a hit in one of these screens.
